# E-sel inducer: induces E-selectin expression in human endothelial cells | HUVEC E-selectin immunofluorescence imaging; normalized: neutral wells 0, TNF-alpha wells 100 | activation, % at 7.58 µM | 0.37% of 260,000 active;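 active = mean E-selectin-positive cell signal at least 10% of the positive control, reached in at least 60% of replicates, without over 20% cell loss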;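 note: in these data hits start at about 27%; measured in HUVEC primary endothelial cells; signal is the percent of cells scored E-selectin positive by PE staining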
# Target sequence (P16581 whole entry, looked up): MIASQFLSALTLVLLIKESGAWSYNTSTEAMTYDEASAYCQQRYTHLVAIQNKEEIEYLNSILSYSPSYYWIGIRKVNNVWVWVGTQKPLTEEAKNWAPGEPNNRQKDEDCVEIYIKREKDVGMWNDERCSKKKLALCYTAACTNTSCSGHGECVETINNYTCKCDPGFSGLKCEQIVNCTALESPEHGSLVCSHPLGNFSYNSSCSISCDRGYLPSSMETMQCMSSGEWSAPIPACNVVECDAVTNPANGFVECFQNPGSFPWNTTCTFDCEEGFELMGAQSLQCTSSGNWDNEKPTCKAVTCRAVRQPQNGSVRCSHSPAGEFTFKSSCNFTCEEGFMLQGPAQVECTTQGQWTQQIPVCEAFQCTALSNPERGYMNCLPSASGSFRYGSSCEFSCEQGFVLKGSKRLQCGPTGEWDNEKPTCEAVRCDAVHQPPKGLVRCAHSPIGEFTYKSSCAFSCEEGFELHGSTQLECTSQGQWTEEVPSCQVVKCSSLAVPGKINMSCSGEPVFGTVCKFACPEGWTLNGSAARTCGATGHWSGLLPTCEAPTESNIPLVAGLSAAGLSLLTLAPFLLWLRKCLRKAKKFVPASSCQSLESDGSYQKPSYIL
#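 System: HUVEC / Compound: single concentration / Signal: immunofluorescence imaging / Read-out: percent E-selectin-positive cells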
# PglD inh: blocks C. jejuni PglD acetyltransferase activity | purified PglD enzyme, DTNB colorimetric CoA detection | inhibition, % at 12.5 µM | 0.098% of 360,000 active | AID 602405; in the data active = inhibition above about 16%, passing the limit was not always enough; note: strong numbers were not always called active
# Cneo AK release: Cryptococcus neoformans lysis via adenylate kinase release. lysis activity, % at 15 µM. C. neoformans lysis, adenylate kinase release luminescence, 4 h; normalised: neutral wells 0, clomiphene wells 100. AID 651654. 0.2% of 360,000 active;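 active = mean lysis activity across replicates of at least 80%, whatever share of replicates individually reach that level; inactive = mean lysis activity below 80%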
#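 Material – log-phase Cryptococcus neoformans yeast cells · Input – 5 × 10^6 yeast cells/mL · Medium – fresh YPD growth medium · Doses – single compound concentration per well · Timing – static 4 h at 37 °C with compound, 1 h detection · Detection – adenylate kinase release luminescence · Read-out – signal increase indicating cell lysis · Control set – Clomiphene as positive lysis control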
# RAD52 anneal inh: RAD52 (human) annealing inhibition | P43351 | recombinant RAD52 DNA annealing, FRET fluorescence | inhibition, % at 18.7 µM | 0.46% of 360,000 active | AID 651710;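 active = every replicate showing at least 50% inhibition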
# Target sequence (P43351 whole entry, looked up): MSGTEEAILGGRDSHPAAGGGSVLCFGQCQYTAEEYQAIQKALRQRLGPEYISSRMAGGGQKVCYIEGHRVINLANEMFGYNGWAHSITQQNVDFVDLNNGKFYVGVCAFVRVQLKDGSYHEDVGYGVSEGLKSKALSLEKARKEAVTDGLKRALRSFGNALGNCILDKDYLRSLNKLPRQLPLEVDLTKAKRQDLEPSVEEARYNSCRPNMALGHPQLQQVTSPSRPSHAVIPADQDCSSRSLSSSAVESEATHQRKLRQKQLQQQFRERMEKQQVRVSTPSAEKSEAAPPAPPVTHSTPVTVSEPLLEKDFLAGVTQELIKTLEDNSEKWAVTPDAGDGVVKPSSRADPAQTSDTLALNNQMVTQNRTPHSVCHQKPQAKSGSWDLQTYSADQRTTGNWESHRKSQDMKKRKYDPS
# ERAP1 inh: ERAP1 (human) enzyme inhibition | inhibition, % at 10.7 µM | 0.15% of 340,000 active | Q9NZ08 | recombinant ERAP1, Leu-AMC fluorescence, 60 min;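 active = mean replicate inhibition of at least 30%, or all replicates individually reaching that 30% level; inactive = mean below 30% and not every replicate reaching it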;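 note: 0% = neutral control wells and 100% = L-leucinethiol positive control wells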
# RAD54 inh: blocks human RAD54 Holliday junction branch migration. FAM/BHQ fluorescence. inhibition, % at 10.4 µM. 0.14% of 360,000 active. AID 602329;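 active = mean normalized replicate activity at least 40 and at least half of replicates scoring 40 or more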;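 note: 0% = median of neutral control wells and 100% = median of positive control wells; inhibitors cause a drop in the FAM fluorescence signal; in these data hits start at about 50%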
# miR-122 sensor: blocks miR-122 activity in Huh7 sensor cells | Huh7 miR-122 Renilla luciferase sensor, 48 h; neutral wells = 0, positive control = 100 | activation (reporter increase), % at 12.5 µM | 0.3% of 340,000 active | AID 602342;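 active = mean replicate activation score at least 90 and every replicate individually at or above 90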;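 note: higher luciferase means less miR-122 activity so hits act as miR-122 inhibitors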
# PGC1a acetyl inh: PGC1a acetylation modulation, inhibitor mode; U2OS PGC1a acetylation, AlphaScreen anti-acetyl-lysine; with virally co-expressed GCN5 acetyltransferase; inhibition, % at 15.6 µM; 0.17% of 350,000 active; AID 651687;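 active = every replicate shows inhibition of at least 40%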;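 note: 0% = neutral control wells and 100% = positive control wells; some results beyond the cut were filed as inactive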
# * marks the source's active call; other numbers are inactive results; . = no result given; & = joins results of further samples; [ ] = remark or other dose.
SMILES,E-sel inducer,PglD inh,Cneo AK release,RAD52 anneal inh,ERAP1 inh,RAD54 inh,miR-122 sensor,PGC1a acetyl inh
Cc1c(C(=O)Nc2c(F)cc(F)cc2Br)sc2ncn(CC(=O)N3CCCC3)c(=O)c12,.,0,-1,-30,4,-2,0,14
CN1c2ccc(-c3cccc(F)c3)cc2[C@H]2[C@H](CCN2C(=O)C2CCCC2)[C@H]1CO,-0.1,1,-5,-11,.,-5,-2[16.7 µM],1
CO[C@H]1CN(C)C(=O)c2ccc(NC(=O)c3ccccc3F)cc2OC[C@H](C)NC[C@@H]1C,-0.2,.,.,10,-2,.,.,11
CCCc1nc(SCC(=O)Nc2ccccc2OC)c2c(=O)n(C)c(=O)n(C)c2n1,.,-2,-2,-9,1,0,-5,4
O=C(Nc1nnc(C2CC2)s1)c1n[nH]c(=O)c2ccccc12,0.6,-1,1,-30,.,-4,-7,-7
Nc1nc(Nc2ccccc2F)nc(NCCO)c1[N+](=O)[O-],.,-5,-1,-22,.,2,-3,7
CC(=O)Nc1ccc(S(=O)(=O)NCCC(=O)NC(C)c2cccs2)cc1 (stereo not given),0.5,.,.,-4,-7,.,.,7
CC1CCCCN1C(=O)COC(=O)c1cccc(NS(=O)(=O)c2ccccc2)c1 (stereo not given),1.9,5,.,2,3,-1,-9,-1
CC(NC=C1C(=O)OC(C)(C)OC1=O)C(=O)O (stereo not given),.,5,1,-8,0,-4,-6,.
C=C1C(=O)[C@@]23[C@H](O)C[C@@H]4C(C)(C)CC[C@H](O)[C@]4(C)[C@@H]2C[C@H](O)[C@@H]1[C@H]3O,-0.2,3,-1,-5,-2,-14,.,.
CC(=O)N1CC2(CC(c3ccc(Cl)cc3Cl)=NO2)CN1c1cccc(Cl)c1 (stereo not given),-0.1,7,-1,-1,0,-1,-2,-20
O=C(CSc1nnc(-c2ccco2)n1Cc1ccccc1)NC(=O)NCc1ccco1,.,-3,-1,-37,5,0,10,-10
COc1ccc([C@@H]2C[C@H]3CN(c4ccccc4)C(=O)[C@]34CCCN24)c(OC)c1OC,0.8,.,.,-52,-2,.,.,2
COC(=O)C1C2C=CC3(CN(c4ccc(Cl)c(F)c4)C(=O)C13)O2 (stereo not given),0.4,3,-2,-4,3,-2,-9,11
COc1cccc(-c2cc(C(=O)O)no2)c1,.,-8,1,.,.,7,-2,3
Cc1snc(S(=O)(=O)Cc2c(Cl)cccc2Cl)c1C#N,.,-7,0,.,.,8,-5,1
Cc1ccc(NC(=O)COc2ccc(Br)cc2CO)cc1S(=O)(=O)N1CCOCC1,.,2,-1,-19,0,-6,.,.
Cc1cc(N/N=C/c2cccc(Cl)c2)nc(NCc2ccccc2)n1,.,-4,0,.,.,8,2,-39
Cc1cc2cc(CNC(=O)c3cccs3)ccc2[nH]1,0.5,0,1,-10,1,-29,.,.
CCOC(=O)Cn1c(=O)c2c(nc(Br)n2Cc2ccccc2Cl)n(C)c1=O,.,-3,6,.,.,7,-5,-11
CCc1ccc(-c2ccc3nnc(SCC(=O)NCC4CCCO4)n3n2)cc1 (stereo not given),.,-3,0,4,-1,-8,.,.
COc1ccc(-n2nc3c(N4CCC(C(=O)NC5CCCCC5)CC4)nnc(C)c3c2C)cc1,.,3,2,.,.,9,2,-16
Cc1nn(Cc2ccc(F)cc2)c(C)c1NC(=O)c1cnn2cccnc12,.,-3,-1,.,.,-5,3,7
CO[C@@H]1CN(C)C(=O)c2cc(NC(=O)c3ccccc3F)ccc2OC[C@H](C)N(CC2CC2)C[C@H]1C,0.1,-2,-28,-4,-2,5,.,-8
CN(c1cnn(-c2ccccc2)c(=O)c1Cl)n1cccc1,-0.1,-2,-1,-8,-4,4,3,-26
CCCC#Cc1ccc2c(c1)O[C@H](CN(C)C(=O)C1CC1)[C@@H](C)CN([C@@H](C)CO)S2(=O)=O,0.7,3,0,10,-2,7,53[16.7 µM],-8
O=C(NCc1ncc(C(F)(F)F)cc1Cl)Nc1ccccc1,0.1,2,-1,-1,-2,-1,-7,-3
COc1ccc(C(CNC(=O)Cc2ccccc2)N2CCCCC2)cc1 (stereo not given),-0.3,0,1,-9,-1,6,9,-5
COc1cc(OC)c(OC)cc1/C=C1\CCC/C(=C\c2cc(OC)c(OC)cc2OC)C1=O,0.0,-2,0,-148,0,0,.,-1
Cc1ccc(OCC(=O)N2CCOCC2)cc1C,0.6,-7,2,-17,1,-3,-3,8
Cc1ccc(/C=N/NC(=O)C2COc3ccccc3O2)s1 (stereo not given),0.5,2,-1,-12,-3,-4,20,-17
Cc1cccc(C(=O)NCC(c2ccc(F)cc2)N2CCOCC2)c1 (stereo not given),-0.1,6,2,-3,-1,-10,4,-3
O=C(CN1C(=O)c2ccccc2C1=O)Nc1ccccc1C(=O)NC1CCCCCC1,.,8,-1,11,0,0,.,.
C[C@@H]1CCCCO[C@H](CN(C)S(C)(=O)=O)[C@H](C)CN([C@@H](C)CO)C(=O)c2cc(NS(=O)(=O)c3cccs3)ccc2O1,-0.1,4,0,10,2,0,-11[16.7 µM],-9
O=C1c2cccc3cccc(c23)N1Cc1cccc(F)c1,.,2,4,-15,3,4,.,.
CCC(=O)Nc1ccc2c(c1)C(=O)N(C)[C@H]1CC[C@H](CC(=O)Nc3cccc(OC)c3)O[C@H]1CO2,0.3,0,3,-3,1,-8,-8[16.7 µM],-3
OCC1OC(Oc2cccc3ccccc23)C(O)C(O)C1O (stereo not given),.,-21,0,-1,1,-6,.,.
CCc1ccc2[nH]c(C(=O)Nc3ccc(F)cc3Br)cc2c1,0.0,6,-3,-7,-2,-8,12,1
COc1ccc(C2c3[nH]c4ccccc4c3CCN2CCCn2cccn2)c(F)c1 (stereo not given),7.8,-3,1,-19,-3,4,8,-8
CC(=NNc1ccc([N+](=O)[O-])cn1)c1ccccc1,0.1,-1,1,-23,2,1,.,2
CC(C)[C@@H](CO)N(C)S(=O)(=O)c1ccccc1Br,18,-3,0,-3,.,16,1,3
COc1ccc(CNC(=O)N(C)C[C@H]2OCc3ccccc3-c3c(n(C)c4ccccc34)C(=O)N([C@H](C)CO)C[C@@H]2C)cc1,0.2,0,-1,-2,-5,-5,.,-9
CO[C@@H]1CN(C)C(=O)c2ccc(NC(=O)Nc3ccccc3Cl)cc2OC[C@H](C)NC[C@H]1C,0.2,-3,0,-12,-1,2,.,-2
O=C(C[C@@H]1C=C[C@H](NC(=O)C2CCC2)[C@@H](CO)O1)NC1CCCCC1,0.0,0,-5,4,0,-12,.,10
CSCCC(NC(=O)c1cccc(C)c1)C(=O)Nc1sccc1C(N)=O (stereo not given),0.0,-9,-3,-57,-5,-1,.,.
Cc1cc2nc(C3CCN(CC4COc5ccccc5O4)CC3)[nH]c2cc1C (stereo not given),.,-1,-9,.,.,-8,-5,12
CCN(CC)c1ccc(NC(=O)c2ccc(Cl)nc2)cc1,.,-2,-3,.,.,6,30,-35
C[C@@H]1CN([C@H](C)CO)C(=O)c2cc(NS(=O)(=O)c3cn(C)cn3)ccc2O[C@@H]1CN(C)Cc1ccc(C(=O)O)cc1,.,-2,0,-12,-2,4,19[16.7 µM],5
CO[C@H]1CN(C)C(=O)c2cc(NC(=O)C3CCOCC3)ccc2OC[C@H](C)N(Cc2nccs2)C[C@H]1C,0.0&-0.3,0,-1,-15&-13,-1&-1,5,.,-5
CCOC(=O)Cn1nc(C)n(-c2ccc(F)cc2)c1=O,-3.7,5,10,-16,-2,-19,3,3
O=C(CSCc1ccccc1Cl)N1CCN(c2ccccn2)CC1,.,-3,-1,.,.,1,-5,-7
CCOc1nc(-c2ccc(OC)cc2)ccc1-c1noc(-c2ccncc2)n1,.,2,-1,.,.,0,-7,5
CCOC(=O)CC1(c2ccccc2)CCOC(C)(C)C1 (stereo not given),0.5,-5,1,.,.,-7,-5,-4
CCOC(=O)C(C)Oc1cccc2c(=O)n(CC(=O)Nc3ccc4c(c3)OCCO4)ccc12 (stereo not given),5.3,-3,-2,-5,5,-16,-3,-1
COc1ccc(CNC(=O)CN(c2ccc(C)cc2)S(=O)(=O)c2c(C)nn(C)c2C)cc1,4.1,-3,0,-1,4,0,-4,-4
Cc1ccc(OCC(=O)N2CCN(S(=O)(=O)c3ccc4c(c3)OCCO4)CC2)c(C)c1,-0.4,-4,-2,-7,-3,7,-11,-4
CCN1CCC2(CC1)N=C(c1ccc(F)cc1)C(=S)N2,.,.,.,-5,1,.,1,-6
COc1cccc(CNC(=O)C[C@H]2C=C[C@H](NC(=O)C3CCOCC3)[C@H](CO)O2)c1,-0.1,-3,8,-4,-2,-6,.,-9
COCCNC(=O)c1cc(S(=O)(=O)N2CCOCC2)ccc1SCc1cccc(OC)c1OC,0.1,1,1,-5,-1,0,-2,11
CCn1cc(CN2CCN(CC(C)(C)C)C(CCO)C2)c2ccccc21 (stereo not given),.,13,4,-12,-1,1,1,-11
# Next results
SMILES,E-sel inducer,PglD inh,Cneo AK release,RAD52 anneal inh,ERAP1 inh,RAD54 inh,miR-122 sensor,PGC1a acetyl inh
CCNC(=O)C[C@H]1CC[C@@H]2[C@@H](COc3ccc(NS(C)(=O)=O)cc3C(=O)N2C)O1,0.1,5,-2,-2,0,-2,-25[16.7 µM],-6
Cc1c(C(=O)N2CCc3ccccc32)oc2ccccc12,.,4,-12,.,.,0,11,-10
COc1ccc(C(CNC(=O)c2ccc(Br)o2)N2CCN(C)CC2)cc1 (stereo not given),-0.2,3,0,-6,4,-12,.,.
O=C(CCCCl)OCc1cn(-c2ccc(Cl)cc2)nn1,.,.,.,-13,-5,.,-10,12
O=C(COC(=O)c1cc(Cl)ccc1[N+](=O)[O-])NC1CC1,.,4,-3,-5,-1,9,.,.
CCc1ccc(C(C)NC(=S)NCc2ccc(F)cc2)cc1 (stereo not given),-0.1,-1,115*,-15,-1,13,0,7
COCCCNc1ccn2nc(-c3ccc(OCc4ccccc4)cc3)cc2n1,-0.2,-1,0,-32,-4,16,.,.
Cc1cc(-c2ccc3c(c2)COc2c4ccccc4nn2-3)on1,-0.2,-4,-2,.,.,4,-4,.
Cc1ccc(-c2nc3ccsc3c(=O)o2)cc1,.,-8,-10,.,.,-2,3,-11
N#C[C@@H]1[C@@H](c2ccccc2-c2cccc(F)c2)[C@@H](CO)N1C(=O)C1CCC1,-0.1,.,.,6,-3,.,.,-7
CCOC(=O)N1CCN(C(=O)c2ccccc2-c2ccccc2)CC1,.,6,-2,.,.,-14,40,-10
CC(C)n1c(N2CCN(C(=O)NCc3ccccc3)CC2)nc2ccccc21,.,4,0,.,.,26,-10,-10
COc1ccccc1S(=O)(=O)N[C@@H]1CC[C@H](CC(=O)N2CCN(C)CC2)O[C@@H]1CO,-0.3,-2,-2,-4,3,-3,1[16.7 µM],15
O=C(NCc1cccnc1)C1CCCN1S(=O)(=O)c1ccc(Cl)cc1 (stereo not given),-0.2,2,1,-20,12,-10,-1,8

# Screens (PubChem)
